Source: PubChem BioAssay
MC4R barr agon: MC4R agonists recruiting beta-arrestin, primary screen, cell-based, luminescence, agonist arm of biased-ligand search; 360,000 tested, 0.98% active; U2OS MC4R beta-arrestin complementation; percent of melanotan II response, DMSO zero; activation, % at 8.9 µM; Melanocortin receptor 4 (Homo sapiens), P32245; AID 540308, 2011;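 active = activation above a per-plate cutoff, the mean activation of sample wells on that plate plus 3 SD, cut at about 8% in these data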
Target sequence (P32245 whole entry, looked up): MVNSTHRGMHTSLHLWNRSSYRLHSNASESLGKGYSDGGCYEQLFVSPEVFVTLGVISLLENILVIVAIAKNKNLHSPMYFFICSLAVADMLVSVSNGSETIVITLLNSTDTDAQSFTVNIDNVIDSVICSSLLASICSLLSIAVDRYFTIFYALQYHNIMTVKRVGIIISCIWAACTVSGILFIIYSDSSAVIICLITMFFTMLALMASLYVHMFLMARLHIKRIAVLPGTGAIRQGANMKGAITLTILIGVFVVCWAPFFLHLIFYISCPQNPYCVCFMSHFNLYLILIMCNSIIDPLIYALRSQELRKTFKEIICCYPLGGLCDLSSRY
CaV13 FRET inh: Primary screen for inhibitors of IQ motif and Ca2+-dependent inactivation inhibitor domain binding in CACNA1D, Förster resonance energy transfer in living cells, … | HEK cells, CFP/YFP FRET ICDI-IQ, plate reader, 10 min; percent FRET-ratio fall versus neutral wells | inhibition, % at 12.3 µM | 340,000 tested, 0.098% active | AID 743397;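 active = mean replicate inhibition of at least 30% and at least 1% of replicates passing that level; inconclusive = only one of the two criteria is met; inactive = neither criterion is met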;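 also: 0% = median of the neutral control wells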
N-glyco inh: increase of ERlucT glycosylation luciferase signal, primary screen, N-linked glycosylation inhibitor project, D54 ERlucT cells, luminescence, set 2 | D54 ERlucT glycosylation luciferase reporter, 24 h; percent of 100 nM tunicamycin response | reporter increase, % at 12.5 µM | 360,000 tested, 0.23% active | AID 588692, 2011;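 active = mean luciferase reporter signal, scaled so untreated is 0 and the glycosylation-blocking control 100, at or above a set limit in every replicate; inconclusive = mean reaches the limit but not every replicate does; inactive = mean below the limit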;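 also: luciferase carries N-glycosylation sites so blocking glycosylation raises the light; 0% = median of neutral control wells and 100% = median of 100 nM tunicamycin wells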
Cardio protect: cardioprotection against H2O2-induced cell death, primary screen, uHTS, H9c2 cells, ATPLite luminescence. AID 588492, 2011. protection from H2O2 cell death, % at 20 µM. H9c2 cardiomyocytes, H2O2 injury protection, 2 h. 360,000 tested, 0.63% active;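 active = compounds giving at least 50% protection of heart cells from peroxide-induced death in the single-dose screen, raw or plate-pattern-corrected value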;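 also: 0% = DMSO wells with peroxide and 100% = DMSO wells without peroxide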
Vif inh: HIV Vif self-association inhibitors, primary screen, imaging, HEK293T, single point | HEK293T cells, Vif self-association by quenched fluorescence, 24 h | 340,000 tested, 0.35% active | inhibition, % at 7.49 µM; in the data active = inhibition above about 50%, passing the limit was not always enough; inconclusive = no clear call, values can overlap the other calls; inactive = below about 31%; also: some results filed as inactive read as strong as hits
aDG glyco up: activators of alpha-DG glycosylation, primary screen, uHTS, Pro5-aDG cells, AlphaScreen; alpha-DG glycosylation AlphaScreen (IIH6); 0% Pro5, 100% B10-LARGE cell signal; activation, % at 10 µM; 360,000 tested, 0.22% active;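 active = activation of at least 8% versus controls, or a plate z-score of at least 8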;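 also: Pro5 are CHO cells carrying HIG-tagged alpha-DG that lacks glycosylation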
PDI turbidity: inhibitors of human PDI, primary screen, biochemical, turbidity, single point, plate reader; Protein disulfide-isomerase (Homo sapiens), P07237; PDI insulin aggregation turbidity, A650, 90 min; inhibition, % at 10 µM; 350,000 tested, 0.052% active; AID 588391, 2011;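 active = mean inhibition across replicates of 30% or more, whatever share of single replicates reach that level; inconclusive = mean inhibition below 30% while every single replicate reaches 30%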;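 also: absorbance from insulin aggregation driven by PDI reduction with DTT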
HTR2A ag: mouse Htr2a agonists via beta-arrestin recruitment, primary screen, cell-based, luminescence; 360,000 tested, 0.66% active; activation, % at 7.6 µM; AID 624169, 2012; CHO-K1 mHTR2A beta-arrestin complementation; percent of 30 µM serotonin response; 5-hydroxytryptamine receptor 2A (Mus musculus), P35363;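 active = activation above a run cutoff, the mean activation of all tested compounds plus 3 SD, cut at about 14% in these data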;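 also: 0% = plate median of compound wells and 100% = 30 µM serotonin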
Target sequence (P35363 whole entry, looked up): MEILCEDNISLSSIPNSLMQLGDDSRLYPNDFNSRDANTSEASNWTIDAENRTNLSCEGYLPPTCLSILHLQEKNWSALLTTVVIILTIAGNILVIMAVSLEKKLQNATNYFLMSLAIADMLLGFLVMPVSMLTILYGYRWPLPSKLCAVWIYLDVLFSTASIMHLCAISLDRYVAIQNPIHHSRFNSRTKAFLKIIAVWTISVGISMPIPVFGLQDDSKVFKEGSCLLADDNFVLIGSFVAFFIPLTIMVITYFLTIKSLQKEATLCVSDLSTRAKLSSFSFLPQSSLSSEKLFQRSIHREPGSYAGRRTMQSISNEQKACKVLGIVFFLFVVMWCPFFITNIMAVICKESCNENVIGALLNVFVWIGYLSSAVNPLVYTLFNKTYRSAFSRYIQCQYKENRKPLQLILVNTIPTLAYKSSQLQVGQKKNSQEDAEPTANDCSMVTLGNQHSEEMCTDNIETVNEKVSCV
ABCB6 inh 2: ABCB6 transporter inhibitors, primary screen, K562-ABCB6 cells, flow cytometry, MLPCN library | AID 602162, 2011 | 360,000 tested, 0.19% active | fluorescence ratio to DMSO, % at 10 µM | K562-ABCB6 porphyrin accumulation, 1 h; hits give low values | ATP-binding cassette sub-family B member 6 (Homo sapiens), Q9NP58;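 active = fluorescence ratio to DMSO below 75%, the collection mean minus 3 SD; inconclusive = too few cells collected in the well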;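 also: signal is porphyrin accumulated inside mitochondria; 100% equals median channel fluorescence of DMSO control wells; lower ratio means ABCB6 inhibition with less porphyrin fluorescence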
MC4R antag cAMP: MC4R antagonists of cAMP signaling, primary screen, cell-based, TR-FRET, antagonist arm of biased-ligand search. Melanocortin receptor 4 (Homo sapiens), P32245. MC4R-expressing cells, MTII-stimulated cAMP, LANCE TR-FRET. inhibition, % at 6.5 µM. 360,000 tested, 0.48% active. AID 540295, 2011;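 active = inhibition above its plate's cutoff, the mean of tested wells on that plate plus 3 SD, cut at about 29% in these data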;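 also: 0% = Melanotan II alone and 100% = Melanotan II plus saturating MCL0020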
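Assay system: U2OS-MC4R stable cell line; Also added: Melanotan II; Technique: Eu-cAMP/anti-cAMP TR-FRET, emission 671 nm; Times: 30-min compound, 1-h challenge, 1-h detection, room temperature.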
* = called active by the depositor; ? = inconclusive; . = not tested or not shown.

SMILES	MC4R barr agon	CaV13 FRET inh	N-glyco inh	Cardio protect	Vif inh	aDG glyco up	PDI turbidity	HTR2A ag	ABCB6 inh 2	MC4R antag cAMP
Cc1ccccc1C(=O)NCc1nnc(SCC(=O)N2c3ccccc3Sc3ccccc32)n1C	-1.6	-4	-1	5	-4	0.4	-4	3	94	-6
Cc1c(NC(=O)c2ccc(Br)o2)c(=O)n(-c2ccccc2)n1C	-2.2	-11	0	-6	6	0.3	2	-2	97	2
COCCNC(=O)CN(C(=O)CCC(=O)Nc1ccccn1)c1ccc(F)c(Cl)c1	1.1	-1	3	7	10	0.0	-1	1	101	3
CCN(CC)CCNC(=O)c1ccc(N2CCCCC2)c(NS(=O)(=O)c2ccc(C)cc2)c1	1.1	.	-8	-6	-8	-0.1	1	-8	103	-1
COc1ccc(CCN2CC(C(=O)NCCc3ccc(C(F)(F)F)cc3)CCC2=O)cc1 (configuration not stated)	0.6	-3	0	-1	-8	0.1	3	5	103	22
CC/C(=N\NC(=O)Nc1ccccc1)c1ccccc1	-0.6	-2	1	3	-13	0.3	10	1	96	-4
COc1cc(C(c2c(NC(=O)c3ccco3)sc(C)c2C)N2CCOCC2)cc(OC)c1OC (configuration not stated)	-1.1	-6	0	-9	-15	-0.2	5	-9	102	9
Cn1c[n+](C)cc1-c1ccc(/C(N)=N/O)cc1	1.7	-2	2	-7	-1	-0.1	9	-1	99	-2
CCOC(=O)c1c(N=CN(C)C)c(C#N)n2c1CCC2	-0.2	-2	-1	8	3	0.0	-4	7	99	6
O=C(COC(=O)c1ccc([N+](=O)[O-])o1)Nc1ccc(Br)cc1F	-1.6	-2	0	11	-5	0.3	9	-2	100	2
CC(C)CC(=O)NC(=S)Nc1ccc(N2CCN(C(=O)c3cccs3)CC2)cc1	-3.2	-4	-3	-27	-10	0.1	5	6	102	1
COc1ccc(N(CC(=O)Nc2cc(Cl)ccc2OC)S(=O)(=O)c2c(C)[nH]c(=O)[nH]c2=O)cc1	-0.4	-2	0	-5	-3	0.0	-6	2	92	3
CCCCN1C(=O)C(CC(=O)NC2CC2)CC(C(=O)N(C(C)C)C(C)C)=C1C (configuration not stated)	-1.9	-5	1	4	1	-0.1	13	0	99	-6
C/C(CC(=O)Nc1ccc(N(C)C)cc1)=N\NC(=O)C(=O)NCc1ccccc1	0.3	-6	-3	13	-10	-0.2	1	-4	97	19
N=c1c(C(=O)NCc2ccccc2)cc2c(=O)n3ccccc3nc2n1CCCN1CCOCC1	-1.3	.	0	12	41	0.7	-8	3	91	-7
NC(=O)NCc1ccc(C(=O)OCc2ccncc2)cc1	-1.2	-3	2	1	-2	-0.2	-1	-4	97	-1
CC(C)N1CC(C(=O)Nc2ccc(C#N)cc2)CC1=O (configuration not stated)	-0.8	-2	0	3	-6	-0.1	-7	4	96	12
COc1ccc(N(C(=O)c2ccncc2)S(=O)(=O)c2ccc3c4c(cccc24)C(=O)N3C)cc1	1.0	-10	7	5	2	-0.1	-1	3	98	16
COc1cc(CCC(=O)OCC(=O)Nc2cc(S(=O)(=O)N3CCOCC3)ccc2Cl)cc(OC)c1OC	0.9	-5	2	-6	-1	2.1	?	-2	89	4
CC(NC(=O)c1ccc(C23CC4CC(CC(C4)C2)C3)cc1)C(=O)O (configuration not stated)	1.8	-2	0	-1	-2	-0.4	9	4	86	6
O=C(NCc1cccc(C(F)(F)F)c1)c1cccc2c1C(=O)c1ccc(N3CCC(Cc4ccccc4)CC3)cc1S2(=O)=O	-0.8	.	-4	-6	122*	1.1	10	-2	203	1
O=S(=O)(c1cccc(-c2nnc(-c3cccnc3)o2)c1)N1CCCCC1	-1.7	-4	-3	7	-16	0.1	-2	-1	91	7
CN1CCN(/C=C2\SC(=S)NC2=O)CC1	-0.6	.	1	-10	-17	-0.1	5	1	106	4
O=C(COC(=O)COc1ccc(Cl)cc1Br)NCCC1=CCCCC1	4.7	-4	-1	-3	24	0.0	11	4	102	8
COc1ccccc1N1CCN(C(=O)c2cccc(S(=O)(=O)N3c4ccccc4CC3C)c2)CC1 (configuration not stated)	-0.5	-1	-4	20	-13	-0.6	23	9	90	-4
O=C1[C@@H]2CSCN2C(=O)CN1CCc1cccc(F)c1	0.6	-4	-1	7	2	0.5	-1	1	94	6
Cc1ccc(C(=O)Nc2nc3nc(-c4ccccc4)cc(=O)n3[nH]2)cc1	-1.5	-5	3	5	-22	-0.1	-1	0	97	-3
COc1cc(Cl)c(C)cc1NC(=O)c1ccccc1NC(=O)CN1CCOCC1	-0.5	-4	1	28	1	-0.2	-2	7	101	5
O=C(NC1CCCCCC1)c1ccc(CS(=O)(=O)Cc2ccc(F)cc2)o1	1.2	-7	1	-2	1	0.5	2	7	88	-4
COc1ccccc1C(=O)NCc1n[nH]c(=S)n1Cc1ccccc1	-0.1	-4	0	0	-8	1.1	0	2	99	13
COc1ccc(CN2C(=O)c3cccc4cccc(c34)C2c2nc3ccccc3[nH]2)cc1 (configuration not stated)	.	-5	.	.	.	-0.2	.	11	101	.
O=C(COC(=O)CCC(=O)c1cccs1)NCCc1ccccc1	-3.3	-4	1	11	-13	0.0	2	-2	86	6
O=C(NCCc1ccc2c(c1)OCO2)Oc1ccccc1	.	-6	.	.	.	-0.1	.	4	98	.
C=CCn1c(SC(CCO)C(=O)NCc2ccco2)nc2sc3c(c2c1=O)CCC3 (configuration not stated)	-2.3	-3	-1	1	0	0.0	6	6	100	2
CCOC(=O)c1cnn(Cc2cccc(Cl)c2)c1C	1.2	-4	-1	-10	-4	0.6	0	-5	94	1
Cc1c(C(=O)N/N=C/c2cccs2)nnn1-c1nonc1N	-0.6	-7	3	1	?	-0.1	-4	-7	95	9
CC(=O)c1cccc(NC(=O)CSc2nnc(-c3ccc(S(=O)(=O)N4CCCC4)cc3)o2)c1	4.0	-7	-2	10	-3	0.1	-4	4	108	24
Cn1c(=O)c2[nH]c(SCc3cccnc3)nc2n(C)c1=S	-0.5	-5	4	13	-4	-0.3	-28	3	95	1
CCOC(=O)C1CC(C)=C(C)CC1C(=O)O (configuration not stated)	-1.2	-4	3	1	-7	0.0	24	4	97	-8
CCCn1cc(C(=O)N(C)C2CCCN(Cc3ccccc3F)C2)c(C)n1 (configuration not stated)	-0.7	-3	4	0	5	0.1	2	8	95	8
Cc1cccc(C(=O)c2c(N)sc3c2CCC(C)C3)c1 (configuration not stated)	-0.6	-5	-7	11	-2	-0.2	8	3	101	2
CN1C(=O)SC(Nc2ccccc2C(=O)O)C1=O (configuration not stated)	1.0	-5	2	-1	1	0.7	3	5	101	3
O=C1CCC(C(=O)OCc2cc(=O)oc3ccc4ccccc4c23)=NN1	-0.3	-6	5	9	-22	0.0	1	-2	99	-13
COc1ccccc1CCNC(=O)/C(=C/c1cccnc1)NC(=O)c1ccccc1	-0.2	-5	1	0	-4	0.4	-7	-1	105	4
NC(=O)c1cccc(Nc2nc(C(N)CCc3ccccc3)cs2)n1 (configuration not stated)	-0.2	-5	16	77*	23	-0.1	2	7	99	-14
COc1cc(OC)cc(C(=O)N[C@H](C(=O)OCC(=O)c2c[nH]c3ccccc23)C(C)C)c1	-0.9	-9	2	-3	-6	0.5	5	-1	99	-7
Cc1ccc(C(=O)OCc2cc(=O)n3ccsc3n2)s1	0.4	-6	-3	32	-10	-0.4	3	13	103	1
O=C(c1c(Cl)nc2sccn12)N1CCN(c2cccc(Cl)c2)CC1	-1.8	.	8	-20	.	0.0	-8	-2	107	-18
c1ccc(SCc2nc(-c3ccncc3)no2)cc1	-1.5	-9	-4	2	-1	-0.1	23	0	96	0
COC(=O)CS(=O)(=O)c1cc(Br)cc2c1N(C(C)=O)CC2	-0.8	-1	-1	11	-3	-0.1	3	2	86	-3
Cc1ccc2c(cnn2C(=O)CCC(=O)N2CCCCC2)c1	0.9	-4	2	2	8	-0.2	.	1	101	-3
Cc1ccccc1NC(=S)N1CCN(c2ccccc2C)CC1	2.8	-13	0	0	-2	0.0	-2	4	101	27
COC(=O)C1=C(C)NC2=C(C(=O)CCC2)C1c1cn(Cc2ccc(Cl)cc2Cl)nc1-c1ccccc1 (configuration not stated)	-0.3	-2	-4	9	.	0.4	0	-2	100	-5
CC(=O)Nc1ccc(S(=O)(=O)N2CCN(S(=O)(=O)N3CCOCC3)CC2)cc1	2.5	-4	0	-7	-9	0.0	7	-4	96	26

The order is random; 3.6% or so of the library scored in one or more.
